HCV inh: blocks hepatitis C virus. Huh7.5.1 HCVcc-Cre infection, luciferase reporter, 44 h. Potency, µM (titrated, usually from 41.8 µM), without a hit: at the top dose activity change, negative = inhibition, usual class: inhibitors. 3.4% of 340,000 active; also: potency is read from the fitted curve at half-maximal effect
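HCVcc-Cre virus at an moi near 0.5 was added right after compound to cells cultured 4 h from seeding (1,000 cells/well). Luciferase activity was determined 44 h later, 15 min after substrate addition at RT.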
AmpC detergent: AmpC beta-lactamase inhibition with detergent present | 0.041% of 370,000 active | AmpC hydrolysis of nitrocefin, absorbance 480 nm, 0.01% Triton | Potency, µM (doses to about 114 µM), without a hit: at the highest dose activity change, negative = inhibition, actives largely listed as inhibitors;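 also: potency is read from the fitted curve at half-maximal effect; 0% = no-compound wells and -100% = no-enzyme wells; nearly all actives have a fitted effect of over 25% in size; some results filed as inactive show a strong effect at the top dose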
Target sequence (P00811 whole entry, looked up): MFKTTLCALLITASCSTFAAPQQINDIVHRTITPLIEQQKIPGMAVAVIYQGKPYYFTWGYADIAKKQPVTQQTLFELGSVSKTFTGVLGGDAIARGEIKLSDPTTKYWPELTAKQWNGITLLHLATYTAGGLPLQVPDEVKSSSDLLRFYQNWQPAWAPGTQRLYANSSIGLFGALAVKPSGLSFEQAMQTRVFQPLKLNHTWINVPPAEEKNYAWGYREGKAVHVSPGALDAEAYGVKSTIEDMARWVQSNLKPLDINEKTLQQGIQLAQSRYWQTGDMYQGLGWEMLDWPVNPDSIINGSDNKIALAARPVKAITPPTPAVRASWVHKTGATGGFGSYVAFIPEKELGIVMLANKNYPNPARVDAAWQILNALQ
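AmpC (5.3 nM in the dispensed reagent) in 20 mM phosphate pH 7.0 with 0.01% (detergent screen) or 0.0001% Triton X-100 was preincubated with compounds for 15 min at room temperature. Nitrocefin was then added from an 800 uM solution, and hydrolysis was followed at 480 nm.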
Giardia FBPA inh: blocks Giardia fructose-bisphosphate aldolase activity; A8B2U2; purified Giardia FBPA; Potency, µM (top dose mostly 59.6 µM), for the others: at the highest dose activity, negative = inhibition, most hits filed as inhibitors; 0.71% of 290,000 active; AID 2451; also: potency is read from the fitted curve at half-maximal effect; nearly all actives have a fitted effect of over 55% in size
Target sequence (A8B2U2 whole entry, looked up): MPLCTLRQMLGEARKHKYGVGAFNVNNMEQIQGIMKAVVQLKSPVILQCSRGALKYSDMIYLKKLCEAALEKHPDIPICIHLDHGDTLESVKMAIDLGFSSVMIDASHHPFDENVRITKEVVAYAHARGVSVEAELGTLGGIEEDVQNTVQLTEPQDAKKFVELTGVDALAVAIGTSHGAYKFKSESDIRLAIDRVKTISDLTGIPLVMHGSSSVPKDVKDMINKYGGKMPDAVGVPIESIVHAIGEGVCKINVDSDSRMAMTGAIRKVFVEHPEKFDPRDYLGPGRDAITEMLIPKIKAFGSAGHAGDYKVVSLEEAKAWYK
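40 nM FBPA preincubated 10 min at RT with compound (up to 57.5 uM final), then substrate plus GAPDH/TPI/NAD/arsenate coupling and diaphorase/resazurin added. Fluorescence read after 20 min at RT, 525/598 nm.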
Sm TGR block: blocks Schistosoma mansoni thioredoxin glutathione reductase | purified TGR, DTNB reduction, TNB absorbance 405 nm | Q962Y6 | AID 485364 | 3% of 360,000 active | Potency, µM (titrated, usually from 114 µM), without a hit: at the top dose activity change, negative = inhibition, actives largely listed as inhibitors; also: potency is read from the fitted curve at half-maximal effect; nearly all actives have a fitted effect of over 60% in size
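TGR 20 nM + NADPH 100 uM (dispensed conc.), cpd preinc 15 min RT; start with NADPH (500 uM addition) then DTNB (15 mM addition). Kinetic TNB absorbance, 405 nm filter. Four-parameter Hill fit across titration.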
HCMV antiviral: human cytomegalovirus inhibition; activity change, negative = inhibition, % at 57.5 µM; 4.5% of 410,000 active; HFF cells, HCMV-luciferase reporter, 72 h; hits give low values; AID 1259415; in the data active = activity change below about -60%; inconclusive = no clear call, values can overlap the other calls; inactive = above about -39%
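HFF cells seeded 16 h at 37C, treated with compounds, infected with luciferase-reporter HCMV at MOI 1 PFU/cell; luciferase read at 72 h post infection, normalized to buffer-only and Salinomycin controls.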
AmpC no deterg: blocks E. coli AmpC beta-lactamase in detergent-free assay | P00811 | AID 485341 | Potency, µM (titrated, usually from 57.1 µM), for the others: at the top dose activity change, negative = inhibition, actives largely listed as inhibitors | 0.52% of 330,000 active | AmpC nitrocefin hydrolysis, absorbance 480 nm, 0.0001% Triton;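 also: potency is read from the fitted curve at half-maximal effect; plate controls were no compound for no effect and no enzyme for full effect; nearly all actives have a fitted effect of over 20% in size; some results filed as inactive show a strong effect at the top dose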
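AmpC (5.3 nM in the dispensed reagent) in 20 mM phosphate pH 7.0 with 0.01% (detergent screen) or 0.0001% Triton X-100 was preincubated with compounds for 15 min at room temperature. Nitrocefin was then added from an 800 uM solution, and hydrolysis was followed at 480 nm.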
The depositor's hits bear a star; ? = inconclusive; . = no result given; [ ] = another dose, or the depositor's remark. Unless noted, calls follow the shape of the dose curve; as a rule, active = well fitted curve in the direction sought with a large enough effect; inconclusive = small, poorly fitted or top-dose-only effect, or another doubt; inactive = no such curve, though single readings can be large; an effect the other way counts as inactive or inconclusive. Unless noted, % is scaled to controls: 0 for no effect and ±100 for the full control effect.

molecule,HCV inh,AmpC detergent,Giardia FBPA inh,Sm TGR block,HCMV antiviral,AmpC no deterg
COc1ccc(OC)c(C(=O)c2ccc(C(=O)N3CCN(Cc4csc(C)n4)CC3)cc2)c1,-10%,-4%,3%,.,0,137%[activator]
CC(=O)Nc1nc(CCl)cs1,-20%,2%,-14%,?,-35,-23%
Cc1ccc(CNC(=O)c2cc(=O)c3ccccc3o2)cc1,?,?,4%,-4%,-32,-9%
COc1ccc(-c2cc(C(F)(F)F)n3nc(C(=O)Nc4cc(C(F)(F)F)ccc4Cl)cc3n2)cc1OC,.,4%,.,-1%,28,.
CN1CCc2c(sc(/N=C/c3c[nH]c4ccccc34)c2C(N)=O)C1,-7%,-2%,?,7%,-2,-2%
CC1CCc2c(nc3ncnn3c2NCCc2ccccc2F)C1 (centres undefined),?,-9%,-13%,-9%,14,27%
COc1cc(CC(=O)OCC(=O)Nc2cc([N+](=O)[O-])ccc2F)cc(OC)c1OC,-5%,-15%,-13%,-4%,-29,-13%
O=C(NCCN1C(=O)S/C(=C\c2cccs2)C1=O)[C@H](Cc1ccccc1)N1C(=O)c2ccccc2C1=O,11%,0%,-5%,1%,?,-18%
S=C1NC2(CCCCC2)NN1c1ccccc1,-11%,?,0%,18%,-12,-22%
CN(CC(=O)Nc1ccc(OC(F)(F)F)cc1)C(=O)C1CCC1,-16%,-9%,.,-6%,-2,-2%
O=C(c1ccco1)N1CCN(C(=O)c2ccccc2NS(=O)(=O)c2ccc(F)cc2)CC1,24%,0%,4%,-11%,-39,-10%
CCC(CC)c1nnc(NC(=O)C2CC(=O)N(CCc3ccc(F)cc3)C2)s1 (centres undefined),7%,-4%,-3%,8%,47,15%
Fc1cccc(-n2ncc(-c3nnnn3-c3ccccc3)c2C(F)(F)F)c1,?,?,-1%,-16%,-24,-4%
CCC(Sc1nccn1C)C(=O)Nc1cccc2ccccc12 (centres undefined),-9%,-4%,-4%,-6%,14,-18%
CCN(C(=O)COc1cccc(-n2cnnn2)c1)C1CCS(=O)(=O)C1 (centres undefined),19%,.,.,.,-21,-18%
C=CCC1=C/C(=C\c2c(N)n3nc(CC(=O)N4CCCC4)sc3nc2=O)C=C(OC)C1=O,2%,-2%,.,-18%,0,-3%
Cc1ccnc(NC(=O)CCC(=O)N(CC(=O)NCc2ccccc2)c2ccc3c(c2)OCO3)c1,4%,-1%,3%,-2%,16,-16%
COc1ccccc1-c1nc(SCC(=O)Nc2ccc(C)c(C)c2)n[nH]1,.,29%,.,-1%,22,.
COc1ccc(C(=O)O/N=C(\N)c2cccc(C)c2)cc1OC,?,-10%,-2%,4%,-17,14%
CCOC(=O)c1ccc(CNC(=O)Cn2nnc(-c3cccc(C)c3)n2)o1,.,-4%,4%,2%,.,8%
CCC(CC)C(=O)Nc1nnc(-c2cccs2)s1,-2%,0%,3%,-25%,41,-3%
Cc1ccc[n+](CC(=O)Nc2cccc(Cl)c2)c1,13%,-10%,-15%,-24%,6,-11%
COc1ccccc1N(C)S(=O)(=O)c1ccc(C(=O)OCC(N)=O)cc1,-1%,-8%,5%,-8%,-28,-2%
COc1cc(C(=O)N/N=C/c2ccc(OC)c(CN3CCN(c4ccc(F)cc4)CC3)c2)ccc1O,25µM*,6%,-11%,3%,-25,-1%
O=C(Nc1ccc2c(c1)OCO2)C(c1ccccc1)N1CCC2(CC1)OCCO2 (centres undefined),12%,-10%,9%,2%,11,-2%

Reprinted from the part before: 6 compounds, followed by the next part.
molecule,HCV inh,AmpC detergent,Giardia FBPA inh,Sm TGR block,HCMV antiviral,AmpC no deterg
CCOC(=O)c1ccc(CNC(=O)Cn2nnc(-c3cccc(C)c3)n2)o1,.,-4%,4%,2%,.,8%
CCC(CC)C(=O)Nc1nnc(-c2cccs2)s1,-2%,0%,3%,-25%,41,-3%
Cc1ccc[n+](CC(=O)Nc2cccc(Cl)c2)c1,13%,-10%,-15%,-24%,6,-11%
COc1ccccc1N(C)S(=O)(=O)c1ccc(C(=O)OCC(N)=O)cc1,-1%,-8%,5%,-8%,-28,-2%
COc1cc(C(=O)N/N=C/c2ccc(OC)c(CN3CCN(c4ccc(F)cc4)CC3)c2)ccc1O,25µM*,6%,-11%,3%,-25,-1%
O=C(Nc1ccc2c(c1)OCO2)C(c1ccccc1)N1CCC2(CC1)OCCO2 (centres undefined),12%,-10%,9%,2%,11,-2%
CC(C)N1CCN(Cc2cccc([N+](=O)[O-])c2)CC1,-3%,?,?,-4%,-40,-29%
O=C(NCc1ccc2c(c1)OCO2)c1ccc(COc2cc(Cl)ccc2Cl)o1,?,?,4%,-33%,-9,4%
CCOc1ccc(NC(=O)CN2C(=O)C3(SCC(=O)N3c3ccc(F)cc3)c3ccccc32)cc1 (centres undefined),.,21%,.,8%,-25,.
COc1ccc(OC)c(-c2nnc(SCC(=O)N3CCCc4ccccc43)o2)c1,?,-16%,9%,4%,7,149%[activator]
CCOc1ccc(/C=C/C(=O)c2cc(Br)ccc(=O)c2O)cc1,?,?,?,28µM*,2,32µM*
COc1ccc(-c2cc(C(C)=O)c(C)n2CCC(=O)NC2CCCCC2)cc1,.,4%,.,-1%,0,.
CC[C@@]1(O)C(=O)OCc2c1cc1n(c2=O)Cc2cc3c(NC(=O)CN)cccc3nc2-1,-17%,1%,?,?,-98*,80%[activator]
Cc1cccc(NC(=O)Cn2nc(N3CCN(c4ccccc4)CC3)ccc2=O)c1C,.,2%,.,21%,-19,.
CCOC(=O)CSc1nc2c(sc(=S)n2CCc2ccccc2)c(=O)n1Cc1ccco1,14µM*,-14%,0%,0%,-29,-17%
O=C(NCc1ccccc1Cl)c1ccc(CS(=O)(=O)c2ccccc2)o1,20%,-9%,-1%,-34%,-24,-20%
COc1ccc(NC(=O)CSc2ncnc3sc(C)cc23)cc1,-8%,-7%,0%,-11%,-17,-38%
Cc1ccc(C(=O)Nc2cc(C)nn2CCC#N)cc1,12%,5%,-1%,24%,-25,-12%
CC(C(=O)N(C1CC1)C1(C(=O)Nc2ccccc2)CCCC1)N1C(=O)c2ccccc2C1=O (centres undefined),?,-13%,-1%,0%[11.4 µM],6,48%
CCCN(CC(=O)Nc1ccc(F)c(F)c1F)C(=O)c1ccc(N2CCCC2=O)cc1,?,-6%,.,0%,-5,-8%
COc1cc(NC(=O)CSc2nc3nc(C)c(Cc4ccccc4Cl)c(C)n3n2)cc(OC)c1,.,-4%,.,-1%,4,.
CCOC(=O)c1ccc(NC(=O)NCc2ccn(CC)n2)cc1,-6%,-5%,0%,-12%,2,-13%
NS(=O)(=O)c1ccc(CCNC(=O)C2CC(=O)N(Cc3ccccc3Cl)C2)cc1 (centres undefined),13%,-20%,.,-4%,61,-10%
CCOC(=O)C1CCN(CC(=O)c2c(C)[nH]c3cc(C)ccc23)CC1,4%,-2%,-8%,31%,30,11%
COCCn1c(Cc2ccccc2)nnc1SCC(=O)NC(C)C,9%,?,3%,-2%,13,-4%
CCOc1ccccc1C(=O)NC(C(=O)Nc1cccnc1)C(C)C (centres undefined),15%,0%,0%,3%,18,-11%
CCN(CC)S(=O)(=O)c1ccc(Cl)c(NC(=O)COC(=O)c2ccc([N+](=O)[O-])o2)c1,-13%,0%,?,6.3µM*,-3,-34%
COc1ccc(C(=O)OCC(=O)NCc2cccs2)c(OC)c1OC,-3%,.,.,.,-6,0%
CC1CC(C)CN(C(=O)c2ccc(Br)c(S(=O)(=O)N3CCOCC3)c2)C1 (centres undefined),1%,0%,.,-16%,-38,103%[activator]
CCOc1cc(NC(=O)c2ccccc2C(=O)O)c(OCC)cc1NC(=O)c1ccccc1F,-27%,-13%,?,2%,-3,-12%
CCN(CC(=O)NCc1ccncc1)S(=O)(=O)c1cc(Cl)ccc1Cl,10%,-2%,4%,7%,18,42%

Next part
molecule,HCV inh,AmpC detergent,Giardia FBPA inh,Sm TGR block,HCMV antiviral,AmpC no deterg
CCC(C)NC(=O)C1CCCN(S(=O)(=O)c2ccc3c(c2)CC(C)N3C(C)=O)C1 (centres undefined),-18%,?,-3%,-10%,-25,4%
CC(C)(C)C(=O)N1CCN(c2ccc([N+](=O)[O-])c(-n3nc(-c4ccccc4)c4ccccc4c3=O)c2)CC1,-11%,2%,1%,-1%,-34,90%[activator]
CCCN1Cc2cccc(C(=O)Nc3ccc(CN4CCCC4)cc3)c2C1=O,-25%,?,36%,0%,-21,-20%
Cc1ccc(CN(C(=O)Nc2cccc(Cl)c2)c2ccccn2)cc1,.,1%,.,0%,-18,.
COc1ccccc1N1CCN(CCCCOc2ccc(C)cc2C)CC1,?,0%,?,?,24,47%[activator]
c1ccc(-c2cc(N3CCCCC3)ncn2)cc1,-12%,3%,3%,0%,22,-15%
Cc1cccc(S(=O)Cc2ccc(C(=O)N3CCOCC3)o2)c1 (centres undefined),8%,2%,.,45µM*,17,-2%
CCn1c(=O)c(C(=O)NCc2ccccc2Cl)c(O)c2ccccc21,?,-11%,2%,0%,-16,-13%
CCOc1ccccc1NC(=O)C1CCN(S(=O)(=O)Cc2ccccc2)CC1,.,-4%,.,-3%,-10,.
O=[N+]([O-])c1ccc(Cl)cc1NCC1CCCO1 (centres undefined),7%,-3%,5%,13%,-30,-9%
COc1ccc(CN(C(=O)CSc2nnc(-c3c[nH]c4ccccc34)o2)c2ccc(F)cc2)cc1OC,5µM*,-1%,0%,0%,-70*,-5%
CCCNC(=O)OC[C@H]1O[C@H](CCO/N=C/c2ccc(C(=O)N3[C@H](c4ccc(C)cc4)[C@@H](C)CC[C@H]3C(=O)OC)cc2)C=C[C@@H]1Oc1ccc(OC)cc1,2%[8.37 µM],?,-1%,-5%,.,13%
Cc1nc(=O)cc(-c2ccccc2)n1-c1ccccc1,27%,?,10%,-10%,1,-17%
CCN(CC)P(=O)(Nc1ccc(C)cc1Br)c1ccc(N(C)C)cc1NC(=O)c1ccco1 (centres undefined),?,12%,-18%,?,-78*,69%[activator]
Cn1cc(Br)c(C(=O)NNC(=O)c2ccccc2)n1,1%,?,0%,2%,16,-22%
CC1CCN(CCCNC(=O)CCc2nnc3n(CCc4ccccc4)c(=O)c4ccccc4n23)CC1,?,-2%,-13%,5%,8,28%
